# SRC1 inh: human NCOA1 inhibition | Q15788 | HEK293 GAL4-SRC1 luciferase reporter, luminescence | inhibition, % at 3.6 µM | 360,000 compounds, 0.12% hits | AID 588354;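 active = inhibition above the campaign mean plus 3 SD, with each screening campaign given its own cutoff, cut at about 60% in these data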;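 note: 0% = DMSO treated cells and 100% = gossypol at 36 µM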
# CF NFkB block: cystic fibrosis NF-kB activation inhibition | AID 588850 | inhibition, % at 5 µM | KKLEB NF-kB-GFP reporter, PAF-induced, GFP fluorescence overnight | 360,000 compounds, 0.86% hits;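 active = at least 50% inhibition at 5 µM, scaled per plate between neutral and stimulator controls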;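 note: PAF is a Pseudomonas aeruginosa culture filtrate used as stimulus; plate controls were PAF-stimulated DMSO wells for no effect and unstimulated DMSO wells for full effect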
# TRAIL sens C8: sensitizes caspase-8 expressing cells to TRAIL; NB7+C8 cells + TRAIL, ATPlite viability luminescence; inhibition (viability loss, TRAIL sensitization), % at 10 µM; 360,000 compounds, 1% hits; AID 624354;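 active = compounds causing at least 50% loss of cell viability in the single-dose screen, relative to plate controls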
# Shn3 inh set2: inhibitors of Schnurri-3 3'UTR reporter in osteoblasts. Clone20 osteoblast Shn3 3'UTR firefly luciferase, 24 h. inhibition, % at 12.5 µM. 360,000 compounds, 0.52% hits. AID 588674;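 active = mean inhibition of at least 75% with every replicate also reaching 75%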;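 note: 0% = median of neutral control wells and 100% = pilot-screen positive control compound; some compounds past the cut are filed as inactive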
# LRH-1 inv ag: inverse agonists of human LRH-1 (NR5A2); inhibition, % at 3.6 µM; O00482; HEK293T StAR-luciferase reporter, LRH-1 transfected, 24 h; 360,000 compounds, 0.13% hits;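 active = inhibition above the mean inhibition of all tested compounds plus 3 SD, cut at about 73% in these data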;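 note: 0% = DMSO wells and 100% = reporter-only cells lacking LRH-1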
# Target sequence (O00482 whole entry, looked up): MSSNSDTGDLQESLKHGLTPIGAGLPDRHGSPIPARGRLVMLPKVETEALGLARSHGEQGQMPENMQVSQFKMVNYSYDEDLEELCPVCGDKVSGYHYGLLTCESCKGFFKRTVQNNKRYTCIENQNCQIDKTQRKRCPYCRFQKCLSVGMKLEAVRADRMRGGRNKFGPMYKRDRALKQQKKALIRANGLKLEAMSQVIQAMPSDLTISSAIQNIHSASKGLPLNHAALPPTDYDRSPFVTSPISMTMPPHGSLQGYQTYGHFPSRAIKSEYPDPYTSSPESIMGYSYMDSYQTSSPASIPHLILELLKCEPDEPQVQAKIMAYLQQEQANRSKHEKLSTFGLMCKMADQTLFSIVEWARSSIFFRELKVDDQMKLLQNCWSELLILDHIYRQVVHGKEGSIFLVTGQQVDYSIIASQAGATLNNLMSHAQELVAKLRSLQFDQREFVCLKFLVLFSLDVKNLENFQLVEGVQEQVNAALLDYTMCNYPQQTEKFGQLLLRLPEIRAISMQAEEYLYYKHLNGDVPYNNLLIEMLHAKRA
# KKLEB tox: reduces viability of KKLEB cystic fibrosis airway cells; KKLEB CF airway cells viability, ATPlite luminescence, overnight; hits give low values; cells stimulated with P. aeruginosa culture filtrate; activity change (cytotoxicity), % at 5 µM; 360,000 compounds, 0.36% hits; AID 602141;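 active = corrected activity change at or below -50% at 5 µM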
# COUP-TFII inh: blocks human COUP-TFII nuclear receptor | P24468 | HEK293T NGFI-A luciferase reporter, luminescence | inhibition, % at 8.6 µM | 370,000 compounds, 0.7% hits | AID 686940;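 active = inhibition above a per-plate cutoff, mean inhibition of test wells between control levels plus 3 SD, cut at about 38% in these data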;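 note: cells cotransfected with COUP-TFII expression vector driving the NGFI-A reporter; 0% = median of COUP-TF2 test wells and 100% = reporter-only cells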
# Target sequence (P24468 whole entry, looked up): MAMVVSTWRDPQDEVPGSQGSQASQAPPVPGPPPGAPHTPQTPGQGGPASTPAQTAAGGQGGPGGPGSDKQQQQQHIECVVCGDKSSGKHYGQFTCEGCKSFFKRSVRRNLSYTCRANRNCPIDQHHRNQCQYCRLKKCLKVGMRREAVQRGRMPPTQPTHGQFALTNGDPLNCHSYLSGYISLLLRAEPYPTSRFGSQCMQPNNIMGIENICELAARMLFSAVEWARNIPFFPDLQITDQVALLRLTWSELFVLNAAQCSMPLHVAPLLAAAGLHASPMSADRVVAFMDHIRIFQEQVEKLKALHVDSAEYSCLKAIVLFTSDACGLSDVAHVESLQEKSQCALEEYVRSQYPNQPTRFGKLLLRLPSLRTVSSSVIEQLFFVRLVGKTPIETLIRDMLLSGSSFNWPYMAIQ
# SRC3 inh: inhibits human SRC3 coactivator. Q9Y6Q9. HEK293 GAL4-SRC3 luciferase reporter, luminescence. inhibition, % at 3.6 µM. 360,000 compounds, 0.17% hits. AID 588352;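 active = inhibition above a per-campaign cutoff, the mean of all compounds plus 3 SD, cut at about 60% in these data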;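 note: 0% = DMSO-treated cells and 100% = gossypol-treated cells at 36 µM; higher means less SRC3-driven luciferase light from the GAL4 reporter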
# TWEAK Fn14 block: TWEAK-Fn14 signaling inhibition; TWEAK-stimulated Fn14 reporter cells, luciferase luminescence, 8 h; inhibition, % at 10 µM; 360,000 compounds, 2% hits; AID 1159606; in the data active = inhibition above about 50%
# TROY NFkB inh: TROY signaling inhibition; Q293 LMP1-TROYcd NF-kB luciferase reporter, 4 h; inhibition, % at 10 µM; 360,000 compounds, 0.98% hits; AID 1347056;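 active = compounds whose plate-normalised and pattern-corrected inhibition of the luciferase reporter signal at the single screening dose is 50% or more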
# EBV LMP1 NFkB: reduces LMP1-driven NF-kappaB luciferase signal | LMP1-induced NF-kappaB luciferase reporter cells, luminescence | inhibition, % at 12.5 µM | 350,000 compounds, 0.69% hits | AID 504558; in the data active = inhibition above about 41%;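 note: 0% = neutral control wells and 100% = reference inhibitor control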
# Numbers without * were called inactive; x = not tested or not shown.
# Below each SMILES: LRH-1 inv ag	SRC3 inh	TWEAK Fn14 block	TROY NFkB inh	TRAIL sens C8	EBV LMP1 NFkB	KKLEB tox	Shn3 inh set2	SRC1 inh	CF NFkB block	COUP-TFII inh
1) C=C(C)COc1ccc(-c2nc(N)ncc2-c2ccc(Cl)cc2)c(O)c1
    -18	-25	-6	9	2	3	-6	-9	1	21	11
2) CCOC(=O)C1(C)CCCN(C(=O)c2cccc(C(F)(F)F)c2)C1 (stereo unspecified)
    3	8	1	-9	-18	x	-12	-6	-16	-4	14
3) O=C1N/C(=C/c2cccn2-c2ccc(F)cc2)C(=O)N1Cc1ccccc1
    -12	3	-4	-10	-18	-13	-6	12	-1	15	21
4) O=C(CSc1nnc(Cn2nnc3ccccc32)o1)N(Cc1ccc(Cl)cc1)c1ccccc1
    20	34	42	36	11	18	-6	81	25	10	72*
5) O=c1c(Cc2ccc(F)cc2)c(O)ccn1CCc1cnc[nH]1
    -9	4	-11	6	3	3	11	-5	-12	9	-8
6) O=C(NCC1CCCO1)c1ccc2c3n(nc2c1)-c1ccccc1CO3 (stereo unspecified)
    -113	-87	-20	-60	51*	-12	-19	-61	-54	-8	-21
7) Cc1c(OCC(=O)NCC2CCC(C(=O)O)CC2)ccc2c3c(c(=O)oc12)CCC3 (stereo unspecified)
    11	4	-8	-3	18	-11	2	6	-1	-22	16
8) Cc1ccc([C@H]2N[C@]3(CCCN(Cc4ccc(Br)cc4)C3=O)[C@H]3C(=O)N(Cc4ccccc4)C(=O)[C@@H]23)cc1
    -19	2	20	6	2	-8	-11	8	-14	-7	18
9) O=C(Nc1ccc(S(=O)(=O)N2CCCCC2)cc1)C1CCN(C(=O)c2ccc(F)cc2)CC1
    2	-4	16	1	0	12	-2	18	28	22	3
10) COc1cc(C(=O)NNC(=O)c2cccc(Cl)c2)ccc1OCC(=O)N1CCOCC1
    -23	-2	-17	-16	1	-3	-1	-28	-10	19	3
11) CCc1ccc2nc(NC(=O)CSCc3c(C)noc3C)sc2c1
    -44	-60	-5	-54	1	-13	2	-16	-33	2	-14
12) O=C1C(C=NCc2ccncc2)=C(O)c2ccccc21
    -10	-16	21	-2	-23	1	-6	16	-10	-5	-5
13) CC1(C(=O)NS(=O)(=O)c2ccc3c(c2)CCO3)CCN1C(=O)Cc1ccc(-c2ccccc2)cc1 (stereo unspecified)
    16	6	-11	8	5	x	6	-5	-3	-13	0
14) CCOC(=O)c1[nH]c(C=O)c(C(=O)OCC)c1C
    12	1	17	19	-55	13	-12	15	-4	46	-31
15) CCOC(=O)c1csc(NC(=O)c2cc(=O)c3ccccc3o2)n1
    9	-38	-8	-27	1	-17	19	-5	-21	3	-10
16) CCOC(=O)Nc1ccc2nc(-c3cscn3)[nH]c2c1
    -35	-128	24	-42	46	-4	-9	-27	-85	-15	-43
17) Cc1ccc(NC2=C(N3CCCCC3)C(=O)c3ccccc3C2=O)cc1
    62	45	64*	27	36	-2	-2	-12	7	-2	-19
18) Cc1ccc(/C=C/C(=O)c2ccc(N3CCOCC3)cc2)s1
    -66	-67	32	47	73*	-33	-46	-63	-34	-24	-42
19) Cc1ccccc1NC(=O)c1cc(-c2ccco2)nc2ccccc12
    19	9	-16	-26	-2	x	6	15	8	5	0
20) O=C1c2ccccc2N[C@@H]2C=CC[C@@H]2N1O
    15	10	-7	3	-21	6	2	2	-1	-14	0

# Fetched one by one from the list above:
# Below each SMILES: LRH-1 inv ag	SRC3 inh	TWEAK Fn14 block	TROY NFkB inh	TRAIL sens C8	EBV LMP1 NFkB	KKLEB tox	Shn3 inh set2	SRC1 inh	CF NFkB block	COUP-TFII inh
11) CCc1ccc2nc(NC(=O)CSCc3c(C)noc3C)sc2c1
    -44	-60	-5	-54	1	-13	2	-16	-33	2	-14
18) Cc1ccc(/C=C/C(=O)c2ccc(N3CCOCC3)cc2)s1
    -66	-67	32	47	73*	-33	-46	-63	-34	-24	-42

# The list goes on.
# Below each SMILES: LRH-1 inv ag	SRC3 inh	TWEAK Fn14 block	TROY NFkB inh	TRAIL sens C8	EBV LMP1 NFkB	KKLEB tox	Shn3 inh set2	SRC1 inh	CF NFkB block	COUP-TFII inh
21) C=CCn1ccc(=O)nc1SC
    18	0	-7	-9	-8	-7	13	0	1	-14	-7
22) CCOc1ccccc1C(=O)N1CCN(c2ccc(C(F)(F)F)cn2)CC1
    -16	16	25	6	17	-6	17	15	3	8	27
23) COc1ccc(NC(=O)N2CCCC2C(=O)NCc2ccc(C)cc2)cc1 (stereo unspecified)
    3	18	1	2	-2	-3	3	-12	-6	-6	-11
24) CCOC(=O)/C=C1\SCC(=O)N1CC(O)CN1C(=O)CS/C1=C/C(=O)OCC (stereo unspecified)
    17	12	-6	3	-8	-5	7	1	-10	-16	3
25) N/C(=N\OC(=O)CC(c1ccccc1)c1ccccc1)c1cccnc1
    -7	7	-1	6	-10	-5	3	-59	-2	-14	4
26) COc1ccc(C2N(S(=O)(=O)c3ccccc3)CCN2S(=O)(=O)c2ccc(C)cc2)cc1 (stereo unspecified)
    -6	-7	3	0	0	-4	-3	6	10	-8	20
27) Cc1cc(=O)oc2cc(OCC(=O)NCc3ccco3)ccc12
    2	11	-11	-15	-2	-6	7	6	-4	-10	2
28) COc1cc(/C(C#N)=C/c2ccccc2)c([N+](=O)[O-])cc1OC
    4	20	30	16	4	-5	-1	-2	-6	2	-19
29) Cc1ccc(-c2nnn(CC(=O)NC3CCN(Cc4ccccc4)CC3)n2)cc1
    -7	3	5	2	8	2	-2	-5	-11	-8	8
30) O=S(=O)(CCS(=O)(=O)c1ccccc1)c1ccccc1
    -6	-5	-7	-1	-27	-6	3	-2	4	-9	-5
31) CC(C)c1nnc(NC(=O)C2CCN(C(=O)Nc3ccccc3)CC2)s1
    -5	8	0	-16	5	-6	2	-6	-21	-4	3
32) CC(=O)Nc1c(O)nc(SCc2ccccc2C#N)[nH]c1=O
    -11	-10	-2	4	-16	-3	11	-11	-22	-9	16
33) O=c1c2ccccc2nc2n1C(CSCc1ccc(Cl)cc1Cl)CS2 (stereo unspecified)
    -10	27	24	13	18	2	4	85	8	-10	8
34) COc1ccc(C(C(=O)NC2CCCC2)N(C(=O)c2ccoc2C)c2ccc(C)c(C)c2)cc1 (stereo unspecified)
    8	13	-3	3	-8	0	5	-6	2	7	-8
35) CCOC(=O)C1=C(O)/C(=C/c2ccc(OCC(=O)O)c(OC)c2)SC1=Nc1ccc(OC)cc1
    11	-6	2	10	-7	-7	12	-18	-4	10	1
36) C/C(Cc1ccccc1)=N\NC(=O)CNC(=O)Cc1ccccc1
    -5	16	17	-5	-11	5	-6	3	4	7	15
37) Nc1n[nH]c(N)c1N=Nc1ccc(F)cc1
    -35	11	10	-18	2	3	2	-11	-5	22	-19
38) COc1ccc(C(=O)COC(=O)c2cc(S(=O)(=O)N3CCCCC3)ccc2N2CCOCC2)c(OC)c1
    29	-9	-30	7	3	1	-10	-3	-13	22	-12
39) Fc1ccccc1-c1[nH]ncc1-c1nnnn1-c1ccccc1
    15	23	0	-4	-5	-1	10	x	10	-7	4
40) CC12CCC(C(=O)Nc3ccc(Br)cn3)(OC1=O)C2(C)C (stereo unspecified)
    -7	-14	8	-28	-6	x	-6	-8	-9	7	-10

# No new results follow: 12 of the compounds above.
# Below each SMILES: LRH-1 inv ag	SRC3 inh	TWEAK Fn14 block	TROY NFkB inh	TRAIL sens C8	EBV LMP1 NFkB	KKLEB tox	Shn3 inh set2	SRC1 inh	CF NFkB block	COUP-TFII inh
29) Cc1ccc(-c2nnn(CC(=O)NC3CCN(Cc4ccccc4)CC3)n2)cc1
    -7	3	5	2	8	2	-2	-5	-11	-8	8
30) O=S(=O)(CCS(=O)(=O)c1ccccc1)c1ccccc1
    -6	-5	-7	-1	-27	-6	3	-2	4	-9	-5
31) CC(C)c1nnc(NC(=O)C2CCN(C(=O)Nc3ccccc3)CC2)s1
    -5	8	0	-16	5	-6	2	-6	-21	-4	3
32) CC(=O)Nc1c(O)nc(SCc2ccccc2C#N)[nH]c1=O
    -11	-10	-2	4	-16	-3	11	-11	-22	-9	16
33) O=c1c2ccccc2nc2n1C(CSCc1ccc(Cl)cc1Cl)CS2 (stereo unspecified)
    -10	27	24	13	18	2	4	85	8	-10	8
34) COc1ccc(C(C(=O)NC2CCCC2)N(C(=O)c2ccoc2C)c2ccc(C)c(C)c2)cc1 (stereo unspecified)
    8	13	-3	3	-8	0	5	-6	2	7	-8
35) CCOC(=O)C1=C(O)/C(=C/c2ccc(OCC(=O)O)c(OC)c2)SC1=Nc1ccc(OC)cc1
    11	-6	2	10	-7	-7	12	-18	-4	10	1
36) C/C(Cc1ccccc1)=N\NC(=O)CNC(=O)Cc1ccccc1
    -5	16	17	-5	-11	5	-6	3	4	7	15
37) Nc1n[nH]c(N)c1N=Nc1ccc(F)cc1
    -35	11	10	-18	2	3	2	-11	-5	22	-19
38) COc1ccc(C(=O)COC(=O)c2cc(S(=O)(=O)N3CCCCC3)ccc2N2CCOCC2)c(OC)c1
    29	-9	-30	7	3	1	-10	-3	-13	22	-12
39) Fc1ccccc1-c1[nH]ncc1-c1nnnn1-c1ccccc1
    15	23	0	-4	-5	-1	10	x	10	-7	4
40) CC12CCC(C(=O)Nc3ccc(Br)cn3)(OC1=O)C2(C)C (stereo unspecified)
    -7	-14	8	-28	-6	x	-6	-8	-9	7	-10

# Next section.
# Below each SMILES: LRH-1 inv ag	SRC3 inh	TWEAK Fn14 block	TROY NFkB inh	TRAIL sens C8	EBV LMP1 NFkB	KKLEB tox	Shn3 inh set2	SRC1 inh	CF NFkB block	COUP-TFII inh
41) O=C(Nc1ccc(Oc2nnc(-c3ccccc3)c3ccccc23)cc1)c1ccccc1
    -20	17	1	-14	-3	7	0	22	11	-7	7
42) O=C1c2ccccc2CN1Cc1ccccc1
    4	-7	-1	2	-12	2	-7	14	3	10	-11
43) CCCC(=O)N1CCN(c2ccc(NC(=O)c3cc4ccccc4o3)cc2)CC1
    -17	2	25	16	4	1	7	23	-2	-19	4
44) C=CCn1c(P(=O)(O)c2ccccc2)nc2ccccc21
    10	24	10	12	5	-5	8	10	0	-3	-3
45) O=S(=O)(c1cccs1)n1nnc2ccccc21
    -17	5	10	1	-10	1	-1	-6	-6	-11	-9

# Not all compounds are listed (hit frequency here may not be typical).
